CendR NRP1 mod = NRP-1/CendR interaction modulation. 0.85% of 360,000 active. FAM-RPARPAR peptide binding to NRP-1, fluorescence polarization. inhibition, % at 25 µM. O14786;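 active = inhibition or corrected inhibition above about 18%, plus a signal ratio from 0.5 to 1.5, limit read from the data, passing the limit was not always enough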; note: strong numbers were not always called active
DNMT1 inh = DNMT1 (human) enzyme inhibition | 0.83% of 360,000 active | DNMT1 molecular beacon, Hinp1I cleavage, fluorescence | inhibition (reported as % activation of signal), % at 10 µM; in the data active = inhibition above about 50%
Target sequence (P26358 504-1616 limits assumed): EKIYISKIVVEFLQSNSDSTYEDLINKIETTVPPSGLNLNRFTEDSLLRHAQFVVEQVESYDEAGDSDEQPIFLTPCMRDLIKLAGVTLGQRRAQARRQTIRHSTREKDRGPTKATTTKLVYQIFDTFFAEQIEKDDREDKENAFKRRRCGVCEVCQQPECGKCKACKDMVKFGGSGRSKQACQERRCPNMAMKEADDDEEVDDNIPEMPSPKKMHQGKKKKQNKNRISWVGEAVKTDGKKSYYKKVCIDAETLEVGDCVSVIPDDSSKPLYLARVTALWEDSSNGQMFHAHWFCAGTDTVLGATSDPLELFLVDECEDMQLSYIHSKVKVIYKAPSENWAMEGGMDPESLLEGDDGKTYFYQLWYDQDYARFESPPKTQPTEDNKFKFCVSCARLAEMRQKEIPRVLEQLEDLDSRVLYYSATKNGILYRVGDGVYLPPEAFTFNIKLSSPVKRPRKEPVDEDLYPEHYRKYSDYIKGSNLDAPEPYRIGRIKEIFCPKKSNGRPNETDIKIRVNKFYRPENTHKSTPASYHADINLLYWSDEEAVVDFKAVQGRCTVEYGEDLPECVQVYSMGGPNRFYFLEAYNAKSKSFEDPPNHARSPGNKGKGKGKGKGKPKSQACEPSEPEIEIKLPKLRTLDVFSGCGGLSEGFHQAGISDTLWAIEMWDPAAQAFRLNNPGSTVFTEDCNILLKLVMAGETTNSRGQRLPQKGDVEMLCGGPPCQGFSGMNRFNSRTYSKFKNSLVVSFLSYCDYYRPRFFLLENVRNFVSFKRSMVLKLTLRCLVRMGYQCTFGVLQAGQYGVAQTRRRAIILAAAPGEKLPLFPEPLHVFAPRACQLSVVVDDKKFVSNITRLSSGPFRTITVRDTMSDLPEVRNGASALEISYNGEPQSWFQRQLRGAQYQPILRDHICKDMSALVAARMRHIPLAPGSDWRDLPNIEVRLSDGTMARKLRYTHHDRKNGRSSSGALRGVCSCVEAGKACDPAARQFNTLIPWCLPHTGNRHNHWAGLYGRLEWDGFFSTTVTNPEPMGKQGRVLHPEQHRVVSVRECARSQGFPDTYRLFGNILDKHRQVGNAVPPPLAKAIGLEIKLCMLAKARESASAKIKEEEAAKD
STEP block = STEP (human) phosphatase inhibition; 0.25% of 360,000 active; recombinant STEP, OMFP fluorogenic substrate, fluorescence; AID 588621; P54829; inhibition, % at 20 µM;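 active = inhibition at 20 µM, scaled per plate between control wells, above about 37%, limit read from the data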;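 note: 0% = DMSO with enzyme and substrate and 100% = substrate only without enzyme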
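Material: STEP (striatal-enriched tyrosine phosphatase) enzyme, cell-free | Medium: 50 mM Bis-Tris pH 6.0 with 2.5 mM DTT and 0.005% Tween 20 | Read-out: Percent inhibition scaled to no-enzyme and uninhibited-enzyme controls, plate-pattern corrected | Signal: Fluorescence read at 480 nm ex / 540 nm em | Times: 20 min reaction, room temperature, in the dark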
MsrA inhibitor = bovine MsrA inhibition; purified bovine MsrA, absorbance read-out; inhibition, % at 15.5 µM; 0.75% of 360,000 active; AID 651718; in the data active = inhibition above about 4.5%;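 note: 0% = vehicle wells with enzyme and 100% = reference inhibitor wells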
bovine MsrA act = activators of bovine methionine sulfoxide reductase A | activation, % at 10.6 µM | 0.3% of 360,000 active | purified bovine MsrA, absorbance read-out | AID 602163; in the data active = activation above about 7.5%;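 note: 0% = vehicle and 100% = reference activator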
Scp1 inh = blocks human Scp-1 phosphatase activity | Recombinant Scp1, phosphopeptide, malachite green phosphate absorbance | inhibition, % at 20 µM | 0.88% of 340,000 active | AID 493091;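 active = inhibition above about 50% at 20 µM, limit read from the data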;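 note: plate controls were DMSO wells with enzyme for no effect and wells lacking enzyme for full effect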
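System: SCP-1 catalytic domain; Reagent: Phospho 17-mer peptide substrate; Doses: one concentration, 20 µM, with 1.0% DMSO; Incubation: 45 min room-temperature reaction, 5 min colour, 30 min stabiliser; Signal: Phosphate-binding colour reagent, absorbance read at 630 nm.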
TbMetRS inhib = blocks T. brucei methionyl-tRNA synthetase activity | purified T. brucei MetRS, ATP depletion, Kinase-Glo luminescence | inhibition, % at 11.9 µM | 0.4% of 360,000 active;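 active = inhibition above a per-plate cutoff of the control wells' mean inhibition plus 3 SD, cut at about 5.5% in these data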;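 note: 0% = DMSO wells median and 100% = median of wells with control inhibitor compound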
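Test system – parasite MetRS enzyme · Reagent – substrates ATP, L-methionine and bulk Escherichia coli tRNA · Doses – 11.9 µM compound single dose, 0.9% DMSO · Times – 15 min enzyme-compound preincubation, 2 h reaction, 10 min detection, 25 °C · Signal – Kinase-Glo luminescence, ATP depletion format · Controls – DMSO-only wells as low control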
SUMO1-SIM PPI = alters human SUMO1 binding to SIM partners; P63165; SUMO1 binding to a labelled peptide, TR-FRET, 1 h; inhibition, % at 20 µM; 0.33% of 360,000 active; AID 602429; in the data active = inhibition above about 37%
eLon inh = E. coli protease La inhibition; purified E. coli Lon protease, fluorescence polarization; 0.42% of 360,000 active; inhibition, % at 7.94 µM; in the data active = inhibition above about 13%, passing the limit was not always enough;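 note: 0% = enzyme with probe and DMSO and 100% = no enzyme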
LMPTP inh = LMPTP (human) inhibition. recombinant LMPTP-A, OMFP fluorogenic substrate, fluorescence intensity. inhibition, % at 20 µM. 0.22% of 360,000 active;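 active = compounds that cut the enzyme signal by at least half of the control window in the single-dose screen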;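 note: plate controls were DMSO wells with enzyme plus substrate for no effect and substrate without enzyme for full effect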
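Assay system: LMPTP-A, protein tyrosine phosphatase of low molecular weight / Medium: pH 6.0 Bis-Tris buffer with DTT and Triton X-100 / Schedule: 50 min enzyme reaction at room temperature, protected from light / Measured by: endpoint fluorescence intensity from OMFP dephosphorylation / Read-out basis: % inhibition relative to no-enzyme and uninhibited control wells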
* = called active by the depositor; x = no result given.

Sequence of screens: CendR NRP1 mod, DNMT1 inh, STEP block, MsrA inhibitor, bovine MsrA act, Scp1 inh, TbMetRS inhib, SUMO1-SIM PPI, eLon inh, LMPTP inh
CSc1scc2c1-c1nc(SCC(=O)C(C)(C)C)ncc1CC2
 : 17, -2, 4, 3.4, -2, -1, -0.4, -3, 0, 5.0
Cc1c(Cl)c(-c2n[nH]c(=S)n2Cc2ccco2)nn1C
 : -5, 6, 2, -0.1, -6, 3, -1.5, 1, 0, -1.4
C=CCn1c(=O)[nH]c(=O)c2c(N)c(C(=O)c3ccc(OC)cc3)sc21
 : -3, -1, -1, 1.2, -7, -2, -0.7, -34, -5, -2.1
O=C(CSc1ncn(-c2ccccc2)n1)Nc1ccc2c(c1)OCO2
 : -6, -11, -3, -1.2, 0, 1, -0.9, 1, -7, -0.2
CCC(C)Nc1nc(-c2ccccn2)nc2ccccc12 (centres undefined)
 : 4, -16, -1, 1.0, -8, -13, -1.8, 0, 2, 9.1
Cc1nc2nc(-c3ccccc3)cn2nc1C
 : 2, -5, -1, 1.9, -9, 6, -0.9, 0, 2, -1.7
COC(=O)[C@H](CCSC)NC(=O)Nc1cccc(Br)c1
 : 5, 3, -1, 1.4, -4, -9, -0.6, 2, 5, -1.5
CCNc1nc(NCC)n2c(SCC(=O)Nc3cccc(F)c3)nnc2n1
 : -5, 14, 4, 0.4, -5, 36, -0.5, 10, -2, 0.9
C/C(=N\NC(=O)c1ccoc1C)c1cccc2ccccc12
 : 2, 0, -1, -0.2, -3, -7, 0.1, -7, -1, 1.1
O=c1cc(/C=C/c2ccccc2)oc2c1ccc1ccccc12
 : -4, -7, 6, 1.6, -3, -11, -0.2, 1, -6, 9.4
O=C(NCC(=O)N1CCN(C(=O)c2ccccc2)CC1)c1ccc(Cl)cc1Cl
 : 4, 9, -3, 0.3, -1, -7, -0.2, -4, -7, -1.3
O=C(Cc1cccc2ccccc12)NCCc1ccccc1
 : 12, 3, -4, -1.4, -4, -6, -0.5, 10, -2, -0.3
O=C(c1ccc2ccccc2c1)c1cccc(F)c1C(=O)O
 : -1, 9, -2, 0.8, -2, x, -0.2, -8, -4, -0.7
COCCCN1C(=O)c2ccc(C(=O)Nc3ccccc3OC)cc2C1=O
 : 6, 3, -3, 0.0, -1, -8, 0.0, -24, 8, 0.2
CCN(CC(=O)NCc1ccc(F)cc1)C(=O)c1ccc(C)o1
 : 8, 4, 1, -0.1, -1, 1, 0.9, 5, -6, 1.8
Clc1c(-c2ccccc2)nc2ccccn12
 : -9, 4, -1, 1.2, -8, -7, -1.6, -1, 6, -1.2
Cc1ccc(NC(=O)CCCc2ccccc2)nc1
 : 5, -1, -3, -1.0, -5, -4, -0.9, -1, 0, -1.0
CN1C(=O)/C(=C/c2cc(N=Nc3ccccc3)ccc2O)SC1=S
 : 3, -38, 4, 0.4, 1, -8, -0.5, -14, 1, 3.7
CCCN(CC1CCCO1)C(=O)c1cc(COc2cccc(OC)c2)on1 (centres undefined)
 : -11, 0, 4, -0.6, -5, -6, -0.6, 3, -12, -1.0
CN(C)/C=C/C(=O)c1ccc(-n2cccc2)cc1
 : 7, -2, -1, 3.5, -4, -7, 0.0, -13, -30, 2.1
NC(=O)C1CCCN(C(=O)Nc2cccc3ccccc23)C1 (centres undefined)
 : 4, -16, -2, -0.9, -1, 48, -0.6, -6, 2, -1.2
CCOC(=O)N1CCN(C(=O)CSCc2ccc(C)cc2)CC1
 : 7, 0, 0, 0.4, -8, 7, -1.6, -3, -2, -1.2
C=C1CCC(C)C(C)(CCC2=CCOC2=O)C/C=C\C=C/1C(=O)O (centres undefined)
 : -10, 5, -4, -0.4, 0, -4, 0.1, 8, -11, -1.9
O=C(NCC1CCCO1)c1ccc2[nH]c3c(c2c1)CCCC3 (centres undefined)
 : 10, 0, 4, -0.2, -4, 0, -0.4, -3, -2, 0.3
N#CC1=C(N)OC2=C(C(=O)CCC2)[C@]12C(=O)N(CC(N)=O)c1ccccc12
 : -4, 1, -1, 1.2, -2, -3, 0.3, 1, 3, -0.5
CC1(C)C(=O)NCCN1C(=O)CC1C(=O)NCCN1CC(c1ccccc1)c1ccccc1 (centres undefined)
 : -18, -9, -2, -1.3, -10, 2, -1.0, 2, 8, -1.4
O=C(CCSc1nc2cc(Cl)ccc2o1)N1CCOCC1
 : -6, 2, -12, -0.2, -10, 2, -1.1, -1, 4, -3.7
Cc1ccc2c(c1)C(=NC1CCCCC1)c1cc3ccccc3nc1-2
 : -3, -2, -1, -0.1, 1, 0, 0.3, -23, 0, 4.0
Cc1cc(C)c(NC(=O)C2CCN(S(C)(=O)=O)CC2)c(C)c1
 : 17, -1, 0, -0.3, -1, x, -0.1, 2, -4, -0.1
CSc1nc(-c2ccccc2)nn1S(=O)(=O)c1ccccc1
 : 5, -1, -1, -0.6, -6, -2, -1.1, -2, -5, -2.6
COc1cc(S(=O)(=O)NC2CCCCC2)ccc1F
 : -11, 1, -3, -0.1, -1, 2, -0.9, -4, 0, 0.2
CC(C)c1ccc(NC(=O)Cc2ccc(NC3=NC4CS(=O)(=O)CC4S3)cc2)cc1 (centres undefined)
 : 4, -4, -1, 0.1, -1, -5, -0.5, 1, -5, -0.3
CCCCNC(=O)c1cccc(NC(=O)C(=O)c2ccccc2NC(C)=O)c1
 : -3, 1, 0, -0.4, -1, 2, -0.4, -9, 9, -1.1
CN=C(Nc1cccc(S(=O)(=O)N2CCOCC2)c1)c1ccccc1
 : 7, 1, -1, 1.6, -1, 3, -0.3, -6, -2, -1.1
Cc1cc(OCC(=O)c2ccc(Br)cc2)ccc1N1C(=O)CCC1=O
 : -8, 1, -2, -1.0, 1, -5, -0.5, 1, -4, -0.3
O=C(CNC(=O)c1ccc(-c2ccccc2)cc1)OCc1ccc(Cl)cc1
 : -3, 9, -4, 1.0, -2, -8, -0.6, -2, -5, -0.6
Cc1cc(Br)cnc1NC(=S)Nc1ccc(F)cc1F
 : 12, -3, 8, -0.1, -2, -4, -0.3, -4, -3, 0.0
Nc1cccc(C(=O)O)c1
 : 2, -1, 0, -1.5, 0, -9, -1.2, 3, 10, -0.7
COc1ccc(NC(=S)NN2CCOCC2)cc1OC
 : 4, -1, 2, -0.6, 0, -4, 0.7, 1, 6, -1.2
COc1cc(/C=C/C(=O)OCC(=O)N2CCc3ccccc3C2)ccc1O
 : -5, -42, -1, 1.4, -3, -8, -0.3, -10, -21, -0.2

Record cards (already shown). Screens in order: CendR NRP1 mod, DNMT1 inh, STEP block, MsrA inhibitor, bovine MsrA act, Scp1 inh, TbMetRS inhib, SUMO1-SIM PPI, eLon inh, LMPTP inh
Listed for Cc1cc(C)c(NC(=O)C2CCN(S(C)(=O)=O)CC2)c(C)c1 = 17, -1, 0, -0.3, -1, x, -0.1, 2, -4, -0.1
Listed for Cc1cc(OCC(=O)c2ccc(Br)cc2)ccc1N1C(=O)CCC1=O = -8, 1, -2, -1.0, 1, -5, -0.5, 1, -4, -0.3
Listed for O=C(CCSc1nc2cc(Cl)ccc2o1)N1CCOCC1 = -6, 2, -12, -0.2, -10, 2, -1.1, -1, 4, -3.7
Listed for CSc1nc(-c2ccccc2)nn1S(=O)(=O)c1ccccc1 = 5, -1, -1, -0.6, -6, -2, -1.1, -2, -5, -2.6

Carrying on:
Sequence of screens: CendR NRP1 mod, DNMT1 inh, STEP block, MsrA inhibitor, bovine MsrA act, Scp1 inh, TbMetRS inhib, SUMO1-SIM PPI, eLon inh, LMPTP inh
Cc1cc(C(=O)N(C)CC(=O)Nc2ccc(Cl)c(C(F)(F)F)c2)no1
 : 3, 9, 0, 0.1, -8, 2, -0.4, -10, 2, 1.2
O=C(NCCNc1ccc([N+](=O)[O-])cc1Cl)c1ccccc1F
 : -4, 0, 0, 1.5, -3, -8, 0.9, -29, -2, -2.7
COc1ccccc1NS(=O)(=O)c1ccc(NC(=O)c2nc3ncccn3n2)cc1
 : -8, 0, -1, 3.2, -1, -11, -0.4, 0, 0, -0.8
CCCCN(C(=O)c1cc2c(s1)CCCCC2)c1c(N)n(CCC)c(=O)[nH]c1=O
 : -6, 1, -4, 0.3, -3, -10, -0.1, -3, -3, -1.2
CN(C)CCCNc1cc(-c2ccccc2)nc2cc(-c3cccc(F)c3)nn12
 : -6, 18, 0, 1.6, -1, 6, -0.9, -19, -12, -1.7
Cc1ccc(NCc2nnc(SCC(=O)Nc3ncc(C)s3)n2CC2CCCO2)c(C)c1 (centres undefined)
 : 2, -2, 1, 0.3, -1, 0, -0.3, 4, -3, -1.8
COCCN(Cc1ccccc1)C(=O)Cc1ccc(S(=O)(=O)N2CCOCC2)s1
 : -18, -4, -4, 0.8, 0, -7, -0.2, -24, -12, -8.0
Cc1c(C(=O)Nc2cccc(F)c2)cnn1-c1ccccc1
 : 16, 2, -1, 1.1, -1, -6, -0.5, 4, 5, 0.9
O=C(CC(NCCN1CCOCC1)C(=O)O)Nc1cccc(Cl)c1 (centres undefined)
 : 3, 8, -2, -0.7, -14, -8, -0.8, -1, -13, -2.8
N#CCCN(Cc1cccnc1)S(=O)(=O)c1ccc(S(=O)(=O)N2CCCCCC2)cc1
 : -3, 1, -5, 0.0, -4, 0, -0.5, -5, 2, -1.7
COc1cccc(-c2nnc(NC(=O)C(C)C)o2)c1
 : 4, -3, 1, -1.2, -7, 0, 0.1, 3, -9, -1.8
Cn1c(=O)c(=O)n(C)c2cc(S(=O)(=O)CCC(=O)N3CCOCC3)ccc21
 : 3, -3, -2, 1.9, -1, -9, -0.5, 1, 3, -1.6
O=C(COC(=O)C1CCCCC1)Nc1cccc(F)c1
 : 4, -8, -2, 0.3, -5, -7, -0.2, -2, -4, 0.1
CCN(CC)CCN1C(=O)/C(=C\c2ccc(Cl)c([N+](=O)[O-])c2)SC1=Nc1ccc(OC)cc1
 : 10, -1, 4, 0.9, -4, 4, -0.2, -33, -3, 6.4
